# uPA generation = qHTS for Inhibitors of Cell Surface uPA Generation | Potency, µM (series often up to 38.3 µM), for inactives: at the highest dose activity change, negative = inhibition, hits mostly inhibitors | AID 540303, 2011 | 330,000 compounds, 0.31% hits | cell surface uPA generation assay, qHTS; active = well fitted inhibition curve with a large enough effect; inconclusive = small, poorly fitted or top-dose-only effect; inactive = no such curve, though single readings can be large or run the other way; tested in mouse RAW 264.7 cells; note: potency is the fitted concentration of half-maximal effect; nearly all actives have a fitted effect of over 55% in size
# PKM2 act = qHTS Assay for Activators of Human Muscle isoform 2 Pyruvate Kinase; Pyruvate kinase PKM (Homo sapiens), P14618; purified PKM2, Kinase-Glo ATP luminescence, activation; response scale: 0% is enzyme alone, no compound; Potency, µM (series often up to 57.5 µM), for the others: top-dose activation, actives largely listed as activators; 260,000 compounds, 0.34% hits; AID 1631, 2009; note: potency is the fitted concentration of half-maximal effect; nearly all actives have a fitted effect of over 55% in size
#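 Kinase-Glo luminescence reports ATP generated from ADP (0.1 mM) and PEP (0.5 mM) by purified hPK-M2 after 1 h at room temperature, pH 7.2 imidazole buffer; intermediate enzyme activity allows detecting inhibitors and activators.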
# Eya2 inh = qHTS Assay for Inhibitors of the Phosphatase Activity of Eya2; Protein phosphatase EYA2 (Homo sapiens), O00167; recombinant Eya2, OMFP fluorescence dephosphorylation (OMFP is methylfluorescein phosphate); Potency, µM (highest dose often 76.9 µM), without a hit: top-dose activity, negative = inhibition, hits mostly inhibitors; 330,000 compounds, 0.006% hits; note: potency is the fitted concentration of half-maximal effect
#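 Eya2 protein (added as 0.2 uM solution) was preincubated with compound for 10 min at ambient temperature in 50 mM HEPES pH 7.5, 50 mM NaCl, 5 uM MgCl2, 0.05% BSA, 1 mM DTT. OMFP (added at 50 uM) then reacted 10 min; fluorescence read at 485/525 nm.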
# hERG WT inh = qHTS for Inhibitors of KCHN2 3.1: Wildtype qHTS. Voltage-gated inwardly rectifying potassium channel KCNH2 (Homo sapiens), Q12809. U2OS, BacMam KCNH2, thallium flux FluxOr; hits give low values. activity change, % at 1.84 µM. 340,000 compounds, 0.37% hits. AID 720551, 2013;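 active = maximum activity change below -70%; inconclusive = maximum activity change between -70% and -50%; inactive = maximum activity change above -50%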
#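 U2OS cells were transduced with wild-type KCNH2 virus (2.03 x 10^8 / mL) for 4 h at room temperature, then cultured overnight at 37 C. Thallium flux was read with FluxOr dye. Rate constants were normalized to DMSO controls.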
# Chronic BCR inh = qHTS Assay to Find Inhibitors of Chronic Active B-Cell Receptor Signaling; ABC-DLBCL IkBa-CBG/CBR reporter, luminescence ratio, 4 h; Potency, µM (highest dose often 46.1 µM), for the others: at the top dose ratio change, negative = lower green/red ratio, most hits filed as inhibitors; 340,000 compounds, 0.05% hits; active = well fitted inhibition curve with a large enough effect in the signal ratio, with a control signal flat, not every such curve was filed as active; inconclusive = small, poorly fitted or top-dose-only effect, or effect the other way, or a change in a side signal; the % refers to the signal ratio;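 note: potency is the fitted concentration of half-maximal effect; plate controls were basal doxycycline-induced cells for no effect and cells given 10 µM MG132 for full effect; MG132 reads +100%, hits lower the ratio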
#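 TMD8 human ABC-DLBCL cells with doxycycline-inducible IκBα–green luciferase fusion and unfused red luciferase, in 0.5% FBS medium; compounds up to 46 uM, 4 h at 37C. Green/red luminescence ratio, filter-overlap corrected, fitted to concentration-response curves.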
# USP2a inh = qHTS Assay for Inhibitors of Ubiquitin-specific Protease USP2a Using CHOP2 as the Reporter; 330,000 compounds, 0.01% hits; Potency, µM (doses to about 38.3 µM), without a hit: top-dose activity change, negative = inhibition, most hits filed as inhibitors; AID 463254, 2010; USP2 core, Ub-CHOP2 coupled fluorogenic reporter, 485/531; Ubiquitin carboxyl-terminal hydrolase 2 (Homo sapiens), O75604;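 note: potency is the fitted concentration of half-maximal effect; plate controls were DMSO wells for no effect and full inhibition by NEM control for full effect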
#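 USP2 core (10nM final) preincubated 30min RT with compound in 20mM Tris-HCl pH 8.0, 2mM CaCl2, 2mM beta-mercaptoethanol, 0.05% CHAPS; 25nM Ub-CHOP2 plus 25nM reporter substrate added, fluorescence (Ex485/Em531) read after 60min.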
# Giardia killer = Small Molecules that selectively kill Giardia lamblia: qHTS; Giardia lamblia trophozoite viability; activity change, % at 7.66 µM, hits read low; 340,000 compounds, 0.15% hits; AID 540267, 2011; in the data active = activity change below about -80%; inconclusive = between about -30% and that limit;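 note: parasites exposed to compound for two days anaerobically before the ATP read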
#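 Anaerobic 48 hrs incubation at 37 deg C of 100 trophozoites/well with test compounds; ATPLite 1-Step luminescence, 15-30 min RT, reports cellular ATP as viability.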
# FBPA coupling cs = qHTS Assay for Inhibitors of Fructose-1,6-bisphosphate Aldolase from Giardia Lamblia: Coupling assay counterscreen. coupling enzyme system counterscreen, AmpLite Red fluorescence. activity change, negative = inhibition, % at 58.2 µM, hits read low. 290,000 compounds, 0.67% hits; in the data active = activity change below about -30%
#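 Coupling enzymes only (glyceraldehyde-3-phosphate) + compound, at 57.5 uM final, 10 min RT; add substrate/coupling/AmpLite Red mix, 20 min RT; fluorescence ex 525/em 598 nm. Actives flag coupling-system interference.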
# B2AR arrestin = qHTS assay of beta-arrestin-biased ligands of beta2-adrenergic receptor; 330,000 compounds, 0.02% hits; AID 492947, 2010; Potency, µM (doses to about 46.1 µM), inactives show at the top dose activation, actives largely listed as activators; Beta-2 adrenergic receptor (Homo sapiens), P07550; beta-arrestin recruitment to beta2AR, cell-based reporter;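 note: potency is the fitted concentration of half-maximal effect; 0% = DMSO controls and full agonism = EC100 isoproterenol or metaproterenol; nearly all actives have a fitted effect of over 65% in size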
# Target sequence (P07550 whole entry, looked up): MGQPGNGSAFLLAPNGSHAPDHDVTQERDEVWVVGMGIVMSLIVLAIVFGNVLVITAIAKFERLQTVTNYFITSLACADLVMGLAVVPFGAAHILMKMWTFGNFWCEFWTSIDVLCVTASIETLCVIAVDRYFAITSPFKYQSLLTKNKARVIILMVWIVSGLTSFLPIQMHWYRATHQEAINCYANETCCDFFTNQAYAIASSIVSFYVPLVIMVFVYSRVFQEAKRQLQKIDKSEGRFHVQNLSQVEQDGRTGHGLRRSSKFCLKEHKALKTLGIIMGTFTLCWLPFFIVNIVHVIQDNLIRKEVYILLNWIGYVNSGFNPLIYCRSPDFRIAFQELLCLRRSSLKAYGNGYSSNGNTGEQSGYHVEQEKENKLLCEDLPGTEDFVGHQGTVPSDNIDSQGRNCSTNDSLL
# GALK inhibitor = qHTS Assay for Inhibitors of Human Galactokinase (GALK). P51570. Purified GALK, Kinase-Glo residual ATP luminescence. Potency, µM (top dose mostly 57.5 µM), without a hit: top-dose activity change, negative = inhibition, actives largely listed as inhibitors. 270,000 compounds, 0.007% hits. AID 1868, 2009; note: potency is the fitted concentration of half-maximal effect
# Target sequence (P51570 whole entry, looked up): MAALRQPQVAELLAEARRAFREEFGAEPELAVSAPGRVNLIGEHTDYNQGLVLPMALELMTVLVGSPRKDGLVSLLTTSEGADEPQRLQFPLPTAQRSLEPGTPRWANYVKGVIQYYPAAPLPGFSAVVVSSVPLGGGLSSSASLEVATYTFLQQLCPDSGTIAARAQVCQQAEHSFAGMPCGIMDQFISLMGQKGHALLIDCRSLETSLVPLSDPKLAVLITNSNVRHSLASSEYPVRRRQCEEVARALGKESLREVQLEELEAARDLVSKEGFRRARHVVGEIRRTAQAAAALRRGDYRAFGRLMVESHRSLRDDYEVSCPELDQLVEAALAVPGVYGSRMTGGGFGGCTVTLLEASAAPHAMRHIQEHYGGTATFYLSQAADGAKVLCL
#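 Luminescence from leftover ATP (Ultra-Glo luciferase/luciferin) served as read-out after a 1 h room-temperature reaction of 5 nM GALK with 35 uM ATP and 100 uM galactose.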
# KCNH2 3.1 inh = qHTS for Inhibitors of KCHN2 3.1: Mutant qHTS; activity change, % (tested at about 1.8 µM); 340,000 compounds, 0.95% hits; Potassium voltage-gated channel subfamily H member 2, brain isoform KCNH2 3.1 (human); AID 720553, 2013; U2OS KCNH2 3.1, thallium flux FluxOr; hits give low values;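 active = maximum activity change below -70%; inconclusive = maximum activity change from -70% to -50%; inactive = maximum activity change above -50%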;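 note: thallium influx rate constant from kinetic fluorescence after stimulation buffer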
#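 Thallium flux read-out: FluxOr dye with Red40 quencher in HBSS/HEPES, 45 min at RT. Rate constants from kinetic reads were normalized to positive and negative DMSO controls. Cells: U2OS virally expressing the 3.1 isoform.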
# Numbers without * were called inactive; ? = inconclusive; . = not tested or not shown; & = joins results of further samples; [ ] = dose if it differs, or a comment. Unless noted, calls come from the whole dose curve; as a rule, active = well fitted curve in the direction sought with a large enough effect; inconclusive = small, poorly fitted or top-dose-only effect, or another doubt; inactive = no such curve, though single readings can be large; an effect the other way counts as inactive or inconclusive. Unless noted, % is set by controls: 0 for no effect and ±100 for the full control effect.
Compound,uPA generation,PKM2 act,Eya2 inh,hERG WT inh,Chronic BCR inh,USP2a inh,Giardia killer,FBPA coupling cs,B2AR arrestin,GALK inhibitor,KCNH2 3.1 inh
CN(CCOc1ccc(Cl)cc1)C(=O)C1=CC=CN2CCS(=O)(=O)N=C12,4%,.,-18%,-13,-1%,5%,16,.,-0.2%,.,-3
Cc1ccc(C)c(N2N=C(C(=O)Nc3nccs3)CCC2=O)c1,0%,11%,4%,-2,-3%,0%,23,2,0.3%,10%,-3
COc1ccc(S(=O)(=O)N2CCOCC2)cc1NC(=O)c1cccc2c(=O)c(C)c(-c3ccccc3)oc12,-6%,6%,-6%,-6,-12%,-5%,-16,2,-0.5%,1%,-29
COc1ccc(C(CCN2CCCCC2)c2c(OC)cc(OC)c3c(-c4ccccc4)cc(=O)oc23)cc1 (stereo unspecified),?,0%,-8%,-11,-11%,-1%,?,0&2,0.1%,-1%,?
CCCc1cc(=O)[nH]c(SC(CC)C(=O)Nc2ccccc2C#N)n1 (stereo unspecified),6%,0%,4%,-3,-8%,1%,-21,0,0.2%,-3%,5
O=C(O)c1ccccc1-c1ccccc1C(=O)Nc1ccccc1,4%,0%,0%,18,3%,0%,-9,9,-1.0%,-3%,-5
COc1cc2c(cc1OC)C(C1C(=O)CCCC1=O)N(C(=O)CCl)CC2 (stereo unspecified),-2%,4%,8%,2,1%,-10%,-23,1,-0.1%,2%,12
Cc1nc(Cl)c(S(N)(=O)=O)c(C)c1Cl,-3%,25%,10%,-10,4%,-2%,14,0,-0.3%,-3%,6
O=C(NC(=S)Nc1cccc(F)c1)c1cccc([N+](=O)[O-])c1,-3%,-7%,9%,-5,?,-1%,-4,-4,6.2%,-2%,-4
Cc1[nH]c(=S)sc1Cc1ccc(F)cc1,-8%,?,3%,-13,-5%,0%,-13,0,0.4%,-3%,-1
Cc1c(NS(=O)(=O)CC23CCC(CC2=O)C3(C)C)c(=O)n(-c2ccccc2)n1C (stereo unspecified),-3%,-1%,1%,-4,5%,-2%,-3,4,-1.1%,1%,-4
CCc1cccc(NC(=O)CCNS(=O)(=O)c2ccc3[nH]c(=O)oc3c2)c1,3%,10%[0.46 µM],6%,2,?,-1%,-7,-2,0.2%,3%,-3
Cc1cc(NC(=O)CSc2nnc(Nc3ccccc3F)s2)no1,4%,.,?,.,-10%,4%,0,0,-0.7%,10%,20
Cc1cc(=O)oc2cc(NC(=O)c3ccccc3C(=O)O)ccc12,0%,.,3%,-3,?,-4%,-20,4,0.3%,3%,?
O=C(Cc1ccccc1)Nc1cc(Cl)ccc1Sc1ccccc1,-2%,2%,6%,5,2%,1%,-20,0,-0.8%,-2%,-19
O=C(O)c1ccccc1C(=O)c1cccs1,-2%,-2%,-5%,0,-1%,4%,8,3,-0.2%,5%,9
CCCCS/C(N)=N/N=C/c1cc(C)ccc1O,-5%,3%,0%,-7,?,1%,?,-5,?,-3%,0
COc1ccc(NC(=O)C(=S)NC2CCCCC2)cc1,1%,6%,13%,-1,?,1%,0,0,-1.1%,0%,0
C(=C\c1ccccc1)/CNn1cnnc1,-2%,2%,2%,1,1%,2%,4,1,-0.7%,1%,-2
Nc1nonc1-c1noc(COc2ccccc2Cl)n1,-6%,11%,-11%,-8,0%,3%,-9,3,-1.4%,2%,-18
O=C(C1CCN(S(=O)(=O)c2cccc3nsnc23)CC1)N1CCCCC1,-2%,.,0%,-5,-5%,2%,3,.,-0.2%,-5%,40
CCc1ccc(S(=O)(=O)Nc2ccccn2)cc1,13%,-1%,-3%,0,1%,1%,12,0,-1.1%,1%,-13
COc1cc(/C=N/N2CCN(Cc3ccc(Cl)cc3)CC2)cc(Br)c1O,-10%,-1%,5%,0,-1%,0%,-13,0,-0.6%,4%,-3
Cc1ccccc1C(=O)NC(C)C1CC2CCC1C2 (stereo unspecified),1%,.,-13%,-2,?,2%,9,-1,-0.5%,-1%,2
Cc1ccc(NCCC(=O)c2cccs2)cc1C,-2%,-1%,-24%,-3,?,0%,14,1,-0.3%,-1%,-3
Cc1cc(N2CCN(c3ccc(F)cc3)CC2)n2ncnc2n1,15%,-2%,-5%,9,?,9%,10,0,0.4%,-1%,-9
CCN1CCN(c2ccc(S(=O)(=O)N3CCOCC3)cc2NC(=O)c2ccccc2SC)CC1,0%,.,-27%,0,?,0%,-14,.,0.1%,.,3
O=C(CCc1ccccc1)Nc1cc2c3c(c1)CC(=O)N3CCC2,13%,.,-17%,2,1%,-1%,-2,.,0.4%,.,-5
Cc1nccn1CC(=O)O,3%,-2%,-13%,1,0%,2%,-10,2,-0.9%,5%,2
COc1ccc(C(=O)CSc2nnc(Cc3ccccc3)o2)cc1,-13%,-3%,2%,12,0%,2%,10,5,0.1%,3%,3

# Reformatted with values under each structure: entries from further up
# Fields: uPA generation	PKM2 act	Eya2 inh	hERG WT inh	Chronic BCR inh	USP2a inh	Giardia killer	FBPA coupling cs	B2AR arrestin	GALK inhibitor	KCNH2 3.1 inh
- Cc1nc(Cl)c(S(N)(=O)=O)c(C)c1Cl
 : -3%	25%	10%	-10	4%	-2%	14	0	-0.3%	-3%	6
- Cc1[nH]c(=S)sc1Cc1ccc(F)cc1
 : -8%	?	3%	-13	-5%	0%	-13	0	0.4%	-3%	-1

# 4 compounds already listed, arranged by the number in PKM2 act, smallest number first:
structure | uPA generation | PKM2 act | Eya2 inh | Chronic BCR inh | USP2a inh | B2AR arrestin | GALK inhibitor
CCc1ccc(S(=O)(=O)Nc2ccccn2)cc1 | 13% | -1% | -3% | 1% | 1% | -1.1% | 1%
CCCCS/C(N)=N/N=C/c1cc(C)ccc1O | -5% | 3% | 0% | ? | 1% | ? | -3%
COc1ccc(S(=O)(=O)N2CCOCC2)cc1NC(=O)c1cccc2c(=O)c(C)c(-c3ccccc3)oc12 | -6% | 6% | -6% | -12% | -5% | -0.5% | 1%
Nc1nonc1-c1noc(COc2ccccc2Cl)n1 | -6% | 11% | -11% | 0% | 3% | -1.4% | 2%

# 2 records picked at random from those above:
Compound,uPA generation,PKM2 act,Eya2 inh,hERG WT inh,Chronic BCR inh,USP2a inh,Giardia killer,FBPA coupling cs,B2AR arrestin,GALK inhibitor,KCNH2 3.1 inh
COc1cc2c(cc1OC)C(C1C(=O)CCCC1=O)N(C(=O)CCl)CC2 (stereo unspecified),-2%,4%,8%,2,1%,-10%,-23,1,-0.1%,2%,12
Cc1c(NS(=O)(=O)CC23CCC(CC2=O)C3(C)C)c(=O)n(-c2ccccc2)n1C (stereo unspecified),-3%,-1%,1%,-4,5%,-2%,-3,4,-1.1%,1%,-4

# Going on with the list:
Compound,uPA generation,PKM2 act,Eya2 inh,hERG WT inh,Chronic BCR inh,USP2a inh,Giardia killer,FBPA coupling cs,B2AR arrestin,GALK inhibitor,KCNH2 3.1 inh
CC(C)=C1C(=O)NN(c2cccc(Cl)c2)C1=O,-8%,3%,11%,-2,-5%,5%,9,5,-0.1%,0%,-9
CCC(C)NC(=O)C1CCN(C(=O)N(C)C)CC1 (stereo unspecified),-13%,5%,-6%,8,10%,2%,8,6,-0.2%,0%,21
CC(OC(=O)C1COc2ccccc2O1)C(=O)N(C)c1ccccc1 (stereo unspecified),0%,2%,6%,-1,8%,2%,-1,1,0.4%,6%,-4
Cc1cc(OCC(=O)Nc2cc(C(C)(C)C)on2)ccc1[N+](=O)[O-],10%,-8%,-2%,-3,-2%,3%,1,.,-0.3%,-9%,10
CCOc1ccc(-c2nc(N)nc(C)c2-c2ccc(OC)c(OC)c2)c(O)c1,0%,-1%,12%,38,-9%,-1%,-4,2,0.2%,1%,11
CC(C)CCn1c(SCC(=O)Nc2ccccc2C(F)(F)F)nc2nccnc2c1=O,-2%,.,2%,-10,-2%,3%,-1,.,0.1%,-4%,0
COc1ccc(OC)c2[nH]c(C(=O)O)cc12,-6%,2%,3%,-3,-6%,2%,15,1,-0.2%,0%,7
O=C(NC1CCCCC1)C1CC(=O)N(CCc2ccccc2)C1 (stereo unspecified),.,-7%,-18%,-20,-1%,-4%,-3,-2,-0.1%,2%,-2

# Screens (PubChem)
